LGR2 antag: blocks bursicon-induced cAMP signaling via Drosophila LGR2; inhibition, % at 9.99 µM; HEK293 LGR2, CRE-luciferase, bursicon-stimulated, 4 h; AID 720647; hit rate 0.35% among 380,000;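 active means drop in luminescence signal, shown as inhibition above about 50% in the replicate tests, limit read from the data, passing the limit was not always enough; inconclusive means probably only some replicates passing the limit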;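 further: agonist challenge used bursicon conditioned medium at about half maximal strength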
CASP6 VEID inh: blocks human caspase-6 cleavage activity; inhibition, % at 12.5 µM; AID 686996; P55212; hit rate 0.53% among 350,000; purified caspase-6, Z-VEID-R110 cleavage fluorescence;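 active means mean inhibition across replicates at least about 35%, with every replicate also reaching that limit, limit read from the data; inconclusive means only one of the two criteria met; inactive means neither criterion met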;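 further: 0% = median of neutral control wells and 100% = no fluorescence left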
Target sequence (P55212 24-179 limits assumed): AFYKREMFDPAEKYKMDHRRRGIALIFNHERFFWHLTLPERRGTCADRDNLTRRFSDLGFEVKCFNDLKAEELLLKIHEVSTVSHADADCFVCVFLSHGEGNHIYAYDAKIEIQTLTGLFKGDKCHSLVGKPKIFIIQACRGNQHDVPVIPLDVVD
Target sequence (P55212 194-293 limits assumed): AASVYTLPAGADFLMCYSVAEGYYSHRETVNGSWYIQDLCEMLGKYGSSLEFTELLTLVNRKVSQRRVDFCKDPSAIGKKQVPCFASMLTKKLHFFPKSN
Statin myotox sup: suppressors of simvastatin-induced myotoxicity in C2C12 myotubes | ATP luminescence, 48 h; scaled: DMSO 0, geranylgeraniol control 100 | rescue of ATP level, % at 7.49 µM | hit rate 0.78% among 330,000;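 active means mean ATP rescue above about 67%, or every replicate alone reaching that limit, limit read from the data, passing the limit was not always enough; inconclusive means no clear call, values can overlap the other calls; inactive means mean under the limit and some replicate under it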;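 further: myotubes were challenged with 10 µM simvastatin during compound exposure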
S100A4 inh HTS: blocks human S100A4 binding to myosin IIA peptide. inhibition, % at 10.7 µM. P26447. S100A4/TAMRA-MyoIIA peptide fluorescence polarization. hit rate 0.14% among 360,000;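 active means mean inhibition of at least 70% across replicates, with every replicate also reaching that level; inconclusive means mean inhibition reaches 70% but some replicates fall short; inactive means mean inhibition below 70%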
Target sequence (P26447 whole entry, looked up): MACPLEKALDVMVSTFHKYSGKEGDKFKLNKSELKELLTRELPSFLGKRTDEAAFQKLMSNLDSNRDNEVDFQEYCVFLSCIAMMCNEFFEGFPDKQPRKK
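Material: human S100A4 monomer with TAMRA-labelled myosin IIA peptide; buffer or medium: HEPES pH 7.2 with CaCl2, KCl, NaCl, DTT, Triton; compound dosing: one concentration per compound; schedule: 5 min incubation before reading; benchmarks: neutral control DMSO, positive control TFP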
SIRT5 inh: inhibitors of human sirtuin-5 desuccinylase; Q9NXA8; Purified SirT5, succinyl-peptide AMC, trypsin-coupled fluorescence; inhibition, % at 15 µM; hit rate 1.1% among 330,000; AID 652115; in the data active means inhibition above about 15%; inconclusive means no clear call, values can overlap the other calls
Target sequence (Q9NXA8 whole entry, looked up): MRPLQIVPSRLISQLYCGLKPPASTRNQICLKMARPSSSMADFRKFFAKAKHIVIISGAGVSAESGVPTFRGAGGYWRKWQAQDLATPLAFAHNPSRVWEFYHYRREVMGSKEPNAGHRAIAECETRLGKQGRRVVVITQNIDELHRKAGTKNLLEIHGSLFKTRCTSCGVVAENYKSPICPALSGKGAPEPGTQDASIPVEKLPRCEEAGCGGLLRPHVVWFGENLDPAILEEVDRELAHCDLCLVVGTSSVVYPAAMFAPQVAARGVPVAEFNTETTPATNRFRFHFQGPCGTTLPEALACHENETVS
esBAF inh: blocks esBAF chromatin remodeling in mouse ES cells. hit rate 2% among 350,000. reporter increase, % at 12.5 µM. Bmi1-luciferase knock-in reporter, 24 h; 100% = twice the neutral-well signal; in the data active means activation above about 40%; inconclusive means no clear call, values can overlap the other calls;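 further: 0% = median of the plate's neutral control wells and 100% = double that signal; a rise in the Bmi1 reporter signal indicates esBAF inhibition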
FN deposition inh: fibronectin deposition inhibition. AH1F fibroblasts, Alexa488-fibronectin deposition fluorescence, overnight. inhibition, % at 12.6 µM. hit rate 0.086% among 350,000. AID 743247;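 active means mean inhibition across replicates of 30% or more, regardless of how many single replicates reach that level; inconclusive means mean under 30% yet at least half of replicates reach 30%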;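 further: positive control wells lacked labelled fibronectin entirely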
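material = AH1F fibroblast monolayer depositing Alexa488-labelled fibronectin into matrix | amount = 10000 AH1F cells/well | buffer or medium = DMEM plus 2% serum, read in PBS | incubation = 1 h cell adhesion before compound, then overnight fibronectin incubation | detection = fluorescence at 485 nm excitation, 525 nm emission | evaluation = percent inhibition as loss of matrix-bound fibronectin fluorescence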
* marks the source's active call; other numbers are inactive results; ? = inconclusive; . = not tested or not shown; & = joins results of further samples.

Molecule	LGR2 antag	CASP6 VEID inh	Statin myotox sup	S100A4 inh HTS	SIRT5 inh	esBAF inh	FN deposition inh
O=C(Nc1cccc([N+](=O)[O-])c1)c1ccc(-c2ccccc2)cc1	18	0	.	13	.	.	6
C[C@@H]1CN([C@H](C)CO)C(=O)c2cc(C#Cc3ccccc3F)cnc2O[C@@H]1CN(C)C(=O)C1CCC1	33	0	2	-2	3	1	.
CC(=O)OCCn1c2nc(=O)[nH]c(=O)c-2nc2cc(C)c(C)cc21	-10	-7	15	67	4	-10	-9
Cc1nnc(NC(=O)C2CSC3(C)CCC(=O)N23)s1 (stereo not drawn)	1	3	-5	-2	1	-3	5
CC(=O)NCCC(=O)Nc1cc(S(=O)(=O)N2CCCCC2)ccc1Oc1ccccc1	-5	0	-7	6	1	6	4
Cc1ccc(C(=O)C2CCN(CC(=O)Nc3ccccc3C)CC2)cc1	-6	.	-12	2	1	-5	3
CCc1nnc(SCC(=O)Nc2nccs2)n1CC	3	-1	.	0	0	.	-5
Cc1ccc(C(=O)N2CCOCC2)cc1S(=O)(=O)N1CCCCC1	0	1	2	-3	1	-12	4
O=C(NCC1CC1)[C@@H]1[C@@H](CO)[C@@H]2Cn3c(ccc(C4=CCCCC4)c3=O)[C@H]1N2	2	1	-7	15	-26	3	.
CCOC(=O)Cc1csc(NC(=O)c2cc3c(s2)CCCC3)n1	-16	.	-2	.	.	10	24
NC(=O)Cc1nc(-c2ccc(Br)cc2)cs1	.	-3	.	-10	2	.	-1
CCOC(=O)CN(C(=O)CNC(=O)c1ccco1)C(C(=O)NC1CCCCC1)c1cccs1 (stereo not drawn)	.	.	124*	.	.	1	6
O=C(CSc1ncccn1)N1CCc2ccccc2C1	.	3	2	-3	-2	5	-10
COCC(=O)N1C[C@@H](C)[C@@H](OC)CN(C)C(=O)c2ccc(NC(=O)Nc3cccc(F)c3)cc2OC[C@@H]1C	-20	.	-12	.	.	0	-2
CCCCN(C(=O)c1c(C)noc1C)c1c(N)n(CCC)c(=O)[nH]c1=O	-4	2	31	3	-4	-1	2
CC1Oc2ccccc2N(CC(=O)NC2CCCC2)C1=O (stereo not drawn)	9	0	3	-14	-1	-2	4
Brc1ccc(OCCOCCN2CCOCC2)cc1	3	-5	3	5	1	-3	.
COc1ccc(C(=O)N/N=C/C(=O)c2ccccc2)cc1	-45	0	19	-1	4	62*	.
Cc1ccc(CN2CC(N3CCCC3)CS2(=O)=O)cc1 (stereo not drawn)	-10	-1	9	-1	-8	-6	-2
COc1cc(NC2c3ccccc3C(=O)N2Cc2ccccc2)cc(OC)c1OC (stereo not drawn)	5	1	.	3	-2	.	-4

6 compounds from above, arranged by the number in CASP6 VEID inh, low to high:
SMILES	CASP6 VEID inh
Brc1ccc(OCCOCCN2CCOCC2)cc1	-5
CCc1nnc(SCC(=O)Nc2nccs2)n1CC	-1
CC(=O)NCCC(=O)Nc1cc(S(=O)(=O)N2CCCCC2)ccc1Oc1ccccc1	0
Cc1ccc(C(=O)N2CCOCC2)cc1S(=O)(=O)N1CCCCC1	1
CCCCN(C(=O)c1c(C)noc1C)c1c(N)n(CCC)c(=O)[nH]c1=O	2
O=C(CSc1ncccn1)N1CCc2ccccc2C1	3

Molecules shown so far with an aryl methoxy group, in the order listed:
Molecule	LGR2 antag	CASP6 VEID inh	Statin myotox sup	S100A4 inh HTS	SIRT5 inh	esBAF inh	FN deposition inh
COc1ccc(C(=O)N/N=C/C(=O)c2ccccc2)cc1	-45	0	19	-1	4	62*	.
COc1cc(NC2c3ccccc3C(=O)N2Cc2ccccc2)cc(OC)c1OC (stereo not drawn)	5	1	.	3	-2	.	-4

2 of the compounds above, with two lines to a compound:
Results follow in this order: LGR2 antag | CASP6 VEID inh | Statin myotox sup | S100A4 inh HTS | SIRT5 inh | esBAF inh | FN deposition inh
Cc1ccc(CN2CC(N3CCCC3)CS2(=O)=O)cc1 (stereo not drawn)
  -10 | -1 | 9 | -1 | -8 | -6 | -2
COc1cc(NC2c3ccccc3C(=O)N2Cc2ccccc2)cc(OC)c1OC (stereo not drawn)
  5 | 1 | . | 3 | -2 | . | -4

(continued)
Molecule	LGR2 antag	CASP6 VEID inh	Statin myotox sup	S100A4 inh HTS	SIRT5 inh	esBAF inh	FN deposition inh
CCNC(=O)C[C@@H]1CC[C@H]2[C@@H](COc3ccc(NC(=O)Nc4ccccc4Cl)cc3C(=O)N2C)O1	1	0	-3	6	-3	6	-14
COc1ccc(CNC(=O)COC(=O)CC2CC3CCC2C3)cc1OC (stereo not drawn)	7	4	.	1	-2	.	-3
COc1ccc(N2CCN(CC(O)COc3ccc(C)c(C)c3)CC2)cc1 (stereo not drawn)	-4	0	-2	-19	-1	-2	0
C[C@@H]1CN([C@@H](C)CO)C(=O)CCCn2nncc2CO[C@H]1CN(C)C(=O)Nc1ccccc1F	13	-4&-2	8&-8	-3&-5	3	1&0	-10&1
C[C@@H]1CN([C@@H](C)CO)S(=O)(=O)c2ccc(C#CC3CC3)cc2O[C@@H]1CN(C)C(=O)c1cnccn1	0	3	7	-13	-5	-1	.
O=C(O)c1cc(N/N=C/c2cccnc2)ccc1Cl	7	-2	.	2	2	.	5
Cc1cc(C(=O)Nc2cccc3c2O[C@@H](CN(C)C(=O)Nc2ccccc2)[C@H](C)CN([C@H](C)CO)C3=O)n(C)n1	1	5	12	-6	0	2	.
O=C(NC1CCS(=O)(=O)C1)c1cccc(S(=O)(=O)N2CCCC2)c1 (stereo not drawn)	-19	0	7	5	-1	-3	3
COc1ccc2c(c1OC)C(=O)N(c1ccc(OCc3ccccc3)cc1)C2=O	-7	3	10	0	2	3	-12
CN(C)C(CNC(=O)c1cccc(S(=O)(=O)N2CC3(C)CC2CC(C)(C)C3)c1)c1ccco1 (stereo not drawn)	.	.	-3	.	.	-3	-16
O=S(=O)(Nc1cccc(S(=O)(=O)N2CCCC2)c1)c1ccc(Cl)cc1	1	2	-167	-7	1	-15	-6
COc1ccc(NS(=O)(=O)c2cc(NC(=O)c3cc(F)c(F)c(F)c3F)ccc2N2CCCC2)cc1	4	-3	8	15	0	-6	1
Cc1ccc(CNC(=O)C2CC3Cn4c(nc5cc6ccccc6cc54)C3N2C)o1 (stereo not drawn)	-13	2	-16	-2	-4	-6	0
Cc1cccc(NC(=O)N2CCN(Cc3ccc(Cl)cc3)CC2)c1	8	2	0	-5	-5	2	-1
C[C@H]1CN([C@@H](C)CO)C(=O)c2cccc(NC(=O)c3cnccn3)c2O[C@H]1CN(C)Cc1ccc(C(=O)O)cc1	0	0	.	16	0	1	.
COC(=O)c1sccc1NC(=O)c1c(Cl)cnn1C	-9	-1	1	0	-2	-5	5
CSCCC(NC(=O)c1ccccc1Cl)C(=O)Nc1ccncc1 (stereo not drawn)	-13	2	.	6	9	.	4
Cc1cc(C(=O)N2CCCC(C)(C(=O)NS(=O)(=O)C3CC3)C2)n(C(C)(C)C)n1 (stereo not drawn)	-11	0	-3	2	.	-3	-10
O=C(N/N=C/c1ccc(C(F)(F)F)cc1)c1ccc(O)cc1	-84	-1	-107	1	2	16	7
O=C(NCC1CCCCC1)c1ccc2sc([C@H]3C[C@H](O)[C@@H](CO)O3)nc2c1	18	9	-13	-3	10	-3	.

Next section, starting with the last 3 of the part before.
Molecule	LGR2 antag	CASP6 VEID inh	Statin myotox sup	S100A4 inh HTS	SIRT5 inh	esBAF inh	FN deposition inh
Cc1cc(C(=O)N2CCCC(C)(C(=O)NS(=O)(=O)C3CC3)C2)n(C(C)(C)C)n1 (stereo not drawn)	-11	0	-3	2	.	-3	-10
O=C(N/N=C/c1ccc(C(F)(F)F)cc1)c1ccc(O)cc1	-84	-1	-107	1	2	16	7
O=C(NCC1CCCCC1)c1ccc2sc([C@H]3C[C@H](O)[C@@H](CO)O3)nc2c1	18	9	-13	-3	10	-3	.
COc1cc(C(=O)OCc2csc(CC(=O)Nc3cc(C)ccc3C)n2)ccc1OC(F)F	-1	-4	2	8	-1	-10	-8
CCN(CC)S(=O)(=O)c1ccc(F)c(C(=O)OC2CC(C)OC2=O)c1 (stereo not drawn)	6	1	?	1	-2	-6	-4
COc1ccc(CN2CCNC(=O)C2CC(=O)N(C)Cc2nccs2)cc1OC (stereo not drawn)	8	0	0	2	-3	-2	-2
CCc1c(C)n([O-])c2c([n+]1=O)CCCCC2	-18	.	10	.	.	-5	.
Cc1ccsc1C(=O)N1CCCC(C)(C(=O)NS(=O)(=O)C2CC2)C1 (stereo not drawn)	-11	-5	7	-3	5	1	-15
CN1CCC(NC(=O)C2(C)CCN2Cc2ccc3ccccc3c2)CC1 (stereo not drawn)	-6	-13	-7	-21	.	-4	-4
COCCCn1cc(CN(C)C2CN(Cc3cn(CCCOC)nn3)S(=O)(=O)C2)nn1 (stereo not drawn)	2	-1	.	12	2	.	6
COC(=O)CCC(=O)Nc1sc(Cc2ccccc2)c(C)c1C(N)=O	5	1	.	3	-5	.	.
Cc1cccc(N2CCN(C(=O)c3ccc(NC(=O)C4CCCO4)cc3)CC2C)c1 (stereo not drawn)	.	.	-19	.	.	3	6
C[C@@H]1CN([C@H](C)CO)C(=O)c2cc(C#CCC3CCCC3)cnc2O[C@H]1CN(C)C(=O)c1cnccn1	9	3	6	-1	-3	1	-12
CCS(=O)(=O)Nc1ccc2c(c1)C(=O)N(C)[C@H]1CC[C@H](CC(=O)NCc3ccccc3F)O[C@@H]1CO2	1	3	-11	6	2	-10	-4
CN1C(=O)c2cc(NS(=O)(=O)c3ccc(F)cc3)ccc2OC[C@H]2O[C@H](CC(=O)NCC(F)(F)F)CC[C@H]21	20	0	2	10	0	3	-5
Cc1noc(C)c1S(=O)(=O)N(C)C[C@H]1OCCCC[C@H](C)Oc2ccc(NS(=O)(=O)c3cccs3)cc2C(=O)N([C@@H](C)CO)C[C@@H]1C	10	0	.	-8	-4	4	.
O=C(C[C@H]1CC[C@@H]2[C@H](COC[C@H](O)CN2Cc2nccs2)O1)NCc1ccccc1F	9	-3	2	1	-4	1	2
CNC[C@H]1Oc2ccc(NC(=O)C3CCCCC3)cc2CC(=O)N([C@@H](C)CO)C[C@@H]1C	3	1	-19	1	0	-5	-3
C[C@@H]1CN([C@H](C)CO)S(=O)(=O)c2ccc(C#CC3(O)CCCC3)cc2O[C@H]1CN(C)C(=O)Cc1cccnc1	3	2	-15	7	9	1	-2
C[C@@H]1CN([C@@H](C)CO)C(=O)c2cccc(NC(=O)Nc3ccc(C(F)(F)F)cc3)c2O[C@@H]1CN(C)S(=O)(=O)c1cccs1	.	-4	-54	5	3	1	.
COc1ccc(CC(=O)NCC2COc3ccccc3O2)cc1 (stereo not drawn)	-3	2	3	7	-1	-7	.
O=C(CCN1CCc2ccccc2C1)Nc1ccccc1	.	.	15	.	.	7	1
CCOc1ccccc1NC(=O)CSc1nc(=O)n(Cc2ccccn2)c2c1CCC2	4	1	3	-8	5	5	2
CCN(CC)C(=O)c1nn(-c2ccccc2)c2c1C1CCC2(C)C1(C)C (stereo not drawn)	23	-2	-6	-2	-6	-50	-7

The list is partial (hit frequency here may not be typical).
